Screening data as filed in PubChem BioAssay.
ASM inhibitor = human S-ASM enzyme inhibition. placental ASM, HMU-PC fluorogenic substrate, 60 min. P17405. 340,000 tested, 0.006% active. Potency, µM (titrated, usually from 57.5 µM), for inactives: at the highest dose activity change, negative = inhibition, actives largely listed as inhibitors; further: potency means the concentration at half of the fitted maximal effect
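Human placenta-derived ASM enzyme was preincubated with compound for 10 minutes at room temperature, then given fluorogenic substrate HMU-PC0 (9 uM final) for 60 minutes at 37 °C; a pH 10 stop preceded fluorescence reading at Ex 386/Em 447 nm.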
Giardia killer = Giardia lamblia killing. Giardia lamblia trophozoite viability. activity change, % at 7.66 µM, hits read low. 340,000 tested, 0.15% active. AID 540267; in the data active means activity change below about -80%; inconclusive means between about -30% and that limit;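 further: parasites exposed to compound for two days anaerobically before the ATP read; on the % scale 0 is the no-effect control and ±100 the full control effect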
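Luminescent ATP signal served as the viability read-out, measured 15-30 min after adding ATP detection reagent to trophozoites that had been incubated with compounds for 48 hrs at 37 deg C anaerobically at 100 cells/well.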
PTAP TSG101 blk = blocks PTAP/TSG101 interaction to inhibit HIV-1 budding | 340,000 tested, under 10 active | Q99816 | Potency, µM (titrated, usually from 115 µM), for the others: at the top dose activity change, negative = inhibition, actives largely listed as inhibitors | AID 493005 | Fluorescence polarization, FITC-PTAP peptide / Tsg101 binding; active means well fitted inhibition curve with a large enough effect in the main read-out, with a control signal flat, not every such curve was filed as active; inconclusive means small, poorly fitted or top-dose-only effect, or effect the other way, or a change in a side signal; inactive means no such curve, though single readings can be large or run the other way; further: potency means the concentration at half of the fitted maximal effect; % of control where 0% means no effect
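Compounds were pin-transferred onto Tsg101 binding domain (10 uM final) in HEPES pH 7.5 buffer, then FITC-PTAP peptide was added at 50 nM final. After 20 min at RT, polarization reported peptide displacement across a qHTS concentration series.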
GALK inhibitor = blocks human galactokinase activity; P51570; Purified GALK, Kinase-Glo residual ATP luminescence; Potency, µM (highest dose often 57.5 µM), inactives show top-dose activity change, negative = inhibition, hits mostly inhibitors; 270,000 tested, 0.007% active; AID 1868; further: potency means the concentration at half of the fitted maximal effect; on the % scale 0 is the no-effect control and ±100 the full control effect
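Compounds were pin-transferred into ATP buffer (35 uM final), then GALK plus galactose (5 nM, 100 uM final) was added. After 1 h at room temperature, Kinase-Glo Plus was added and luminescence read after 10 min.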
a7 integrin act = integrin-mediated muscular dystrophy alleviation activation; AID 624291; 350,000 tested, 0.064% active; alpha7betagal myoblasts, beta-gal FDG fluorescence, 48 h; Potency, µM (doses to about 38.3 µM), inactives show at the top dose activation, hits mostly activators;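 further: potency means the concentration at half of the fitted maximal effect; 100% = response of the positive control SU9516; nearly all actives have a fitted effect of over 60% in size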
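alpha7betagal+/- myoblasts (passage 13, 250/well) treated 48 h at 37C with compounds at 1:260 dilution of DMSO stock. Lysed, then beta-galactosidase activity read as FDG fluorescence (ex 480/em 540) after 30 min, with pre-read for autofluorescence.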
PKM2 act = PKM2 (human) enzyme activation; AID 1631; Potency, µM (top dose mostly 57.5 µM), for the others: top-dose activation, usual class: activators; purified PKM2, Kinase-Glo ATP luminescence, activation; response scale: 0% is enzyme alone, no compound; 260,000 tested, 0.34% active; P14618; further: potency means the concentration at half of the fitted maximal effect; on the % scale 0 is the no-effect control and ±100 the full control effect; nearly all actives have a fitted effect of over 55% in size
Target sequence (P14618 whole entry, looked up): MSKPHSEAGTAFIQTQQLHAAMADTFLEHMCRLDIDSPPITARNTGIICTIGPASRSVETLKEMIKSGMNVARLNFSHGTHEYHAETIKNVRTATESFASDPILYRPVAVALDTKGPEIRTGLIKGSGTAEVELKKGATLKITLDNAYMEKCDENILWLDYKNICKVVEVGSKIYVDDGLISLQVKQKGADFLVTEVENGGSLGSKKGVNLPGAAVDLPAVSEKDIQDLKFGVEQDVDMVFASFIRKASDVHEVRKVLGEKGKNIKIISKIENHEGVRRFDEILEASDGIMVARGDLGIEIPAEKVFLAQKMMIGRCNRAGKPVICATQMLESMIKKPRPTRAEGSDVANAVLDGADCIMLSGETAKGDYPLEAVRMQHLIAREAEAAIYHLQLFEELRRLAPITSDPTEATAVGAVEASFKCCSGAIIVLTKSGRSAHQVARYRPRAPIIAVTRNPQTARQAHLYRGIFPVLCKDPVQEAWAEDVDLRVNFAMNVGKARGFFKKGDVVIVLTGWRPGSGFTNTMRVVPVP
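hPK-M2, >95% pure; 0.1 mM ADP / 0.5 mM PEP final; imidazole pH7.2 buffer w/ 7 mM MgCl2, 50 mM KCl; 1 h RT; Kinase-Glo lum. Intermediate enzyme activity for dual inhibitor/activator qHTS.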
Menin-MLL TR inh = displaces Texas Red mutant MLL peptide from human menin | Menin + Texas Red MLL mutant peptide, fluorescence polarization | Potency, µM (highest dose often 61.6 µM), without a hit: at the highest dose FP activity change, negative = inhibition, actives largely listed as inhibitors | 270,000 tested, 0.23% active | AID 1768; active means well fitted inhibition curve with a large enough effect in the polarisation, with a control signal flat, not every such curve was filed as active; inconclusive means small, poorly fitted or top-dose-only effect, or effect the other way, or a change in a side signal; inactive means no such curve, though single readings can be large or run the other way; the % refers to the polarisation; further: potency means the concentration at half of the fitted maximal effect; % of control where 0% means no effect; many of its hits are not listed in these tables
Tb PFK inh = inhibitors of T. brucei phosphofructokinase; T. brucei PFK, ADP-Glo luminescence; Potency, µM (doses to about 57.5 µM), for inactives: at the top dose activity, negative = inhibition, most hits filed as inhibitors; 330,000 tested, 0.17% active;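 further: potency means the concentration at half of the fitted maximal effect; 0% = uninhibited 1x PFK enzyme wells and -100% = no-enzyme wells; nearly all actives have a fitted effect of over 60% in size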
Target sequence (O15648 whole entry, looked up): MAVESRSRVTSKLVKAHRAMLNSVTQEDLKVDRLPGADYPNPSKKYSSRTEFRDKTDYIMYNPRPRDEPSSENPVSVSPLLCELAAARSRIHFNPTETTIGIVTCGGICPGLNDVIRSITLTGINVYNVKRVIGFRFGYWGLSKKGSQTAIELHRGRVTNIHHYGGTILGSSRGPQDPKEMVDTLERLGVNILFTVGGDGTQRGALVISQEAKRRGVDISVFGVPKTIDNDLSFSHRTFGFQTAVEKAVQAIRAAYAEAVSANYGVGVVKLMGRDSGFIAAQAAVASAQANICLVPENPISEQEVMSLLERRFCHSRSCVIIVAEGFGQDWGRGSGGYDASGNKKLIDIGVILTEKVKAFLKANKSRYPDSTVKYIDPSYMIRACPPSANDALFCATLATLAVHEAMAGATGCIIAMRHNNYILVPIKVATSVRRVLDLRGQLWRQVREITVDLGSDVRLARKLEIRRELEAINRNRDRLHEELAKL
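ADP-Glo luminescence quantified ADP after 45 min at room temperature, with 1.25 nM T. brucei PFK, 0.1 mM ATP and 0.5 mM fructose-6-phosphate in pH 8.0 TEA buffer. qHTS titrations up to 57 µM; curves classified by quality.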
B2AR arrestin = beta2AR (human) beta-arrestin recruitment activity; Potency, µM (series often up to 46.1 µM), for inactives: at the highest dose activation, most hits filed as activators; beta-arrestin recruitment to beta2AR, cell-based reporter; P07550; 330,000 tested, 0.02% active;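 further: potency means the concentration at half of the fitted maximal effect; 0% = DMSO controls and full agonism = EC100 isoproterenol or metaproterenol; nearly all actives have a fitted effect of over 65% in size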
FBPA coupling cs = coupling enzyme interference in Giardia aldolase counter-screen; AID 2472; 290,000 tested, 0.67% active; activity change, negative = inhibition, % at 58.2 µM, hits read low; coupling enzyme system counterscreen, AmpLite Red fluorescence; in the data active means activity change below about -30%; further: on the % scale 0 is the no-effect control and ±100 the full control effect
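Compounds tested against the coupling enzymes alone at 57.5 uM final; readout was AmpLite Red fluorescence (525/598 nm) after 20 min at RT.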
BCR signal inh = blocks chronic active B-cell receptor signaling; ABC-DLBCL IkBa-CBG/CBR reporter, luminescence ratio, 4 h; Potency, µM (highest dose often 46.1 µM), without a hit: top-dose ratio change, negative = lower green/red ratio, usual class: inhibitors; 340,000 tested, 0.05% active; active means well fitted inhibition curve with a large enough effect in the signal ratio, with a control signal flat, not every such curve was filed as active; inconclusive means small, poorly fitted or top-dose-only effect, or effect the other way, or a change in a side signal; the % refers to the signal ratio;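 further: potency means the concentration at half of the fitted maximal effect; plate controls were basal doxycycline-induced cells for no effect and cells given 10 µM MG132 for full effect; MG132 reads +100%, hits lower the ratio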
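TMD8 ABC-DLBCL cells carrying doxycycline-inducible green luciferase fused to IkappaBalpha plus unfused red luciferase were exposed to compounds (up to 46 uM) for 4 hrs at 37C. Activity came from the overlap-corrected green/red luminescence ratio.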
* = called active by the depositor; ? = inconclusive; / = not tested or not shown; [ ] = remark or other dose. Unless noted, the call rests on the fitted dose curve; in most records, active means well fitted curve in the direction sought with a large enough effect; inconclusive means small, poorly fitted or top-dose-only effect, or another doubt; inactive means no such curve, though single readings can be large; an effect the other way counts as inactive or inconclusive.

SMILES	ASM inhibitor	Giardia killer	PTAP TSG101 blk	GALK inhibitor	a7 integrin act	PKM2 act	Menin-MLL TR inh	Tb PFK inh	B2AR arrestin	FBPA coupling cs	BCR signal inh
COC(=O)[C@H](CCSC)NC(=O)N1CCN(Cc2ccccc2)CC1	6%	11	5%	-1%	-7%[7.66 µM]	0%	-7%	-4%	0.4%	-1	3%
CN(c1ccccc1)S(=O)(=O)c1cccc(NC(=O)c2cc(=O)c3ccccc3o2)c1	-14%	-7	-5%	5%	-4%	0%	?	-1%	-0.1%	0	1%
S=C(NCc1ccc(Cl)cc1Cl)Nc1ccccc1	0%	15	-1%	0%	-9%	1%	22%	3%	0.1%	2	7%
CSCCC(NC(=O)c1ccccc1Cl)C(=O)NCCOc1ccccc1 (stereo not given)	1%	-5	1%	/	-25%	/	/	6%	-0.3%	/	3%
CCC(=O)N1c2ccc(S(=O)(=O)N3CCN(c4cc(C)ccc4C)CC3)cc2CC1C (stereo not given)	0%	17	-2%	-3%	-31%	/	/	0%	-0.8%	/	-3%
CCc1ccc(N(C(=O)Cc2cccs2)C(C(=O)NC2CCCCC2)c2cn(C)nc2C)cc1 (stereo not given)	1%	-6	0%	0%	-23%	0%	?	0%	0.4%	-1	0%
CCOC(=O)CCC(=O)O[C@H]1[C@H](O[C@@H]2[C@@H](C)[C@H](O[C@H]3C[C@@](C)(OC)[C@@H](O)[C@H](C)O3)[C@@H](C)C(=O)O[C@H](CC)[C@@](C)(O)[C@H](O)[C@@H](C)C(=O)[C@H](C)C[C@@]2(C)O)O[C@H](C)C[C@@H]1N(C)C	-1%	4	-2%	/	/	-10%	-15%	-4%	-1.3%	1	-12%
C/C(=N\OC(=O)c1ccc(F)cc1)c1ccc(F)c(F)c1	-3%	8	-8%	4%	-10%	-3%	/	-21%	0.0%	-1	?
Cc1nc(SCc2nc3ccc(Cl)cc3[nH]2)c2oc3ccccc3c2n1	-18%	7	0%	/	/	/	/	3%	0.0%	/	?
Cc1nc(N2CCN(C(=O)c3ccco3)CC2)c2c3c(sc2n1)CCCC3	2%	0	-6%	-2%	-17%	1%	10%	2%	0.5%	1	25%
O=c1[nH]c2ccccc2c2nc(-c3cccc(S(=O)(=O)N4CCCC4)c3)nn12	-3%	2	1%	-2%	11%	4%	/	3%	-0.3%	1	0%
Cc1ccc(/C=C/C(=O)OCC(=O)NCc2cccs2)o1	-1%	-15	-10%	/	5%	/	/	6%	0.2%	/	-1%
CCC(C)NS(=O)(=O)c1ccc(OCC(=O)NCc2ccco2)cc1 (stereo not given)	1%	-1	0%	1%	-14%	5%	-12%	/	/	1	/
COC(=O)CC1Oc2ccccc2N(Cc2ccc(C)cc2)C1=O (stereo not given)	-5%	-6	-5%	0%	-3%	2%	-27%	-4%	0.0%	-2	?
COC(C[C@H]1O[C@@H]1[C@H](O)COCc1ccccc1)OC	-5%	0	-1%	-1%	0%	-2%	/	0%	0.8%	6	5%
COc1ccc(C(=O)N2CCc3[nH]nc(-c4ccccc4)c3C2)cc1	2%	-16	-1%	-1%	-22%	-2%	3%	0%	0.4%	1	-18%
COc1ccc(-n2nc(C(=O)NCC(=O)N(C)Cc3ccccc3)c3ccccc3c2=O)c(OC)c1	-3%	-25	-1%	9%	-3%	-4%	-20%	-3%	0.0%	-1	1%
COc1ccc(NC(=O)COC(=O)c2cc([N+](=O)[O-])ccc2N2CCOCC2)cc1	/	3	2%	0%	-7%	-1%	/	-1%	0.2%	/	?
O=C(Cn1cnc2ccccc2c1=O)Nc1nc2ccccc2s1	5%	-11	-1%	11%	3%	1%	?	-1%	0.3%	3	-2%
CCc1ccc(C(C)NC(=O)/C(C#N)=C\c2cn[nH]c2-c2ccccc2)cc1 (stereo not given)	?	-20	-2%	1%	9%[7.66 µM]	-1%	-1%	/	/	-1	/
O=c1[nH]c(=O)n(C(c2ccccc2)c2ccccc2)cc1Br	6%	-16	-1%	-2%	-13%	0%	-15%	9%	-0.7%	3	1%
CC1CCCN(c2nc3nonc3nc2N2CCCC(C)C2)C1 (stereo not given)	-6%	-6	-1%	-2%	-4%	2%	-1%	0%	-0.9%	3	9%
Cc1ccc(S(=O)(=O)N(c2cccc(C(F)(F)F)c2)C2C=CS(=O)(=O)C2)cc1 (stereo not given)	0%	15	-5%	3%	19%	10%	6%	-4%	0.2%	5	7%
Cc1nnsc1C(=O)NC1CCCc2c1cnn2-c1cc(F)cc(F)c1 (stereo not given)	3%	-9	/	5%	-14%	-1%	/	-21%	-0.2%	/	5%
COc1ccccc1CN1CCC(n2nccc2NC(=O)c2ccccc2Cl)CC1	0%	26	-3%	-3%	-16%	/	?	3%	0.1%	0	7%
C/C(Cn1ncc(N2CCOCC2)c(Cl)c1=O)=N\O	0%	26	-3%	12%	-1%	/	-15%	-1%	-0.5%	1	4%
C[C@@H](C(O)c1ccccc1)N(C)C(=O)CCc1ccccc1 (stereo not given in full)	1%	19	1%	/	20%	-1%	-3%	-1%	-0.1%	0	-3%
Cc1ccc(NCc2ccccc2OCc2ccccc2F)cc1	-8%	-7	-2%	-1%	4%	-25%	2%	0%	-0.9%	-6	?
CC(C)(C)c1ccc(C(=O)NCC(=O)N2CCCC2)cc1	1%	7	-7%	-1%	-6%	-1%	-11%	-1%	0.3%	0	-3%
O=C(NCCCN1CCOCC1)C(=O)NCc1ccccc1Cl	2%	4	-2%	-1%	25%	-6%	-7%	-6%	0.0%	4	?
O=C(NCCCn1ccnc1)C(=O)NCC(c1cccnc1)N1CCN(c2ccccc2)CC1 (stereo not given)	-1%	10	-1%	/	-6%	-1%	0%	0%	-0.5%	3	7%
O=C(COC(=O)Cn1[nH]c(=O)c2ccccc2c1=O)Nc1ncc(Cl)cc1Cl	3%	17	-12%	/	24%	/	/	-8%	-0.6%	/	5%
COc1ccccc1C1(CCN=Cc2ccc(N(C)C)cc2)CCOC(C)(C)C1 (stereo not given)	-3%	-11	-2%	-1%	1%	3%	/	1%	0.4%	1	-17%
CCOC(=O)c1sc2cc([N+](=O)[O-])cc(SCC(=O)OC)c2c1N	-22%	14	-1%	2%	-38%[7.66 µM]	-4%	?	0%	-0.1%	3	20%
COc1cc(/C=C2\SC(=O)N(CC(=O)Nc3ccc(C)cc3)C2=O)cc(Cl)c1OCC(=O)O	-3%	1	-11%	0%	5%	19%	-22%	-21%	-0.1%	-1	?
CCOc1ccc(CN2CCN(Cc3ccsc3)C(CCO)C2)cc1CO (stereo not given)	-1%	-4	0%	0%	?	0%	-11%	1%	-0.1%	1	-2%
COc1ccc(NC(=S)NNC(=S)Nc2cccc(C(F)(F)F)c2)cc1	-5%	1	0%	-3%	17%	-3%	/	-11%	0.9%	-4	13%
O=C1NC(=O)N(Cc2ccccc2)C1=O	-2%	4	0%	4%	13%	/	?	8%	-1.0%	1	3%
Cc1cc(N2C(=O)C(O)=C(C(=O)c3cc4ccccc4o3)C2c2cccc(Br)c2)no1 (stereo not given)	23%	-17	-10%	4%	7%	/	/	-3%	-1.4%	/	12%
COCCOC(=O)c1c(C)n(C)c2ccc(OC(=O)c3ccco3)cc12	-9%	4	-6%	4%	16%	2%	2%	0%	0.2%	-1	?
CCOc1ccc(C(CC(=O)O)n2cnnn2)cc1OC (stereo not given)	0%	-2	0%	1%	3%	2%	-6%	-4%	-0.9%	6	-2%
Cc1ccccc1CSc1nnnn1-c1ccc(C(N)=O)cc1	5%	1	-3%	3%	19%	/	?	-2%	-0.9%	2	?
O=C(CCCCCN1C(=O)c2ccccc2C1=O)Nc1nccs1	-1%	0	-7%	7%	25%	3%	5%	-2%	-0.2%	1	0%
CC(=O)Nc1ccc(S(=O)(=O)Oc2cccc(/C=C3\SC(N)=NC3=O)c2)cc1	0%	-11	-1%	-6%	3%	-2%	?	2%	0.0%	5	26%
COc1ccccc1N1CCN(C(CNS(=O)(=O)c2ccccc2)c2cccnc2)CC1 (stereo not given)	7%	7	0%	4%	?	-4%	-1%	5%	0.2%	1	0%
O=C(O)c1[nH]c2ccccc2c1C(c1cc(Br)ccc1O)c1c(C(=O)O)[nH]c2ccccc12	-15%	7	-4%	-4%	?	-10%	?	-15%	14%	1	?
Cc1ccc(CNC(=O)CCC(=O)n2ncc3cc(C)ccc32)cc1	-3%	13	0%	/	-3%	-15%	5%	1%	-0.1%	0	-26%
CC(C)(C)Cc1nnc(NC(=O)c2ccc([N+](=O)[O-])cc2)s1	-1%	?	-3%	/	10%	-2%	9%	3%	-0.2%	2	?

This is a subset. The share of hits here may be higher or lower than overall.
